Tau ThT inhib: inhibitors of human tau fibril formation, thioflavin T binding; recombinant tau K18 P301L (four-repeat tau fragment), heparin-induced fibrillization, ThT fluorescence; Potency, µM (top dose mostly 57.4 µM), inactives show top-dose activity, negative = inhibition, actives largely listed as inhibitors; hit rate 2.1% among 270,000; further: on the % scale 0 is the no-effect control and ±100 the full control effect; nearly all actives have a fitted effect of over 55% in size
Target sequence (P10636 561-689 P618L limits assumed): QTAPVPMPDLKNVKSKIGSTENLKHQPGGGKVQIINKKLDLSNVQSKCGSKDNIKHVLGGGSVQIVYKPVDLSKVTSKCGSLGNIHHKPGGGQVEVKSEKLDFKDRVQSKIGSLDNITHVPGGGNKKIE
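Tau K18 P301L fragment (15 uM unlabeled plus 0.24 uM Alexa 594-labeled) in 100 mM sodium acetate pH 7 with compound, fibrillization induced by 20 uM heparin for 6 hr at 37 C. Thioflavin T (30 uM) added, fluorescence read after 1 hr (ex 450, em 510 nm).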
ALDH1A1 inh: blocks purified human ALDH1A1 activity | Potency, µM (top dose mostly 75.3 µM), for inactives: at the top dose activity, negative = inhibition, usual class: inhibitors | P00352 | Purified ALDH1A1, NADH fluorescence, propionaldehyde substrate | hit rate 7.3% among 220,000 | AID 1030; active means well fitted inhibition curve with a large enough effect, not every such curve was filed as active; inconclusive means small, poorly fitted or top-dose-only effect, or another doubt; inactive means no such curve, though single readings can be large or run the other way;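 further: plate controls were no enzyme wells and a reference inhibitor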
SMN2 splice enh: increases expression of the SMN2 splice variant; HEK293 SMN2-luciferase splicing reporter, luminescence, 30-36 h; Potency, µM (series often up to 46.1 µM), without a hit: at the highest dose activity change, positive = activation, usual class: activators; hit rate 2.8% among 210,000; AID 1458; further: % of control where 0% means no effect; nearly all actives have a fitted effect of over 55% in size
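HEK293 cells carry an SMN2 […]–luciferase reporter in which exon 7 inclusion puts luciferase in frame. Cells were plated 10-12 h before compound addition, then incubated 30-36 h at 37C. ONE-Glo luminescence was read; sodium butyrate at 4.5 mM final served as control.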
Lamin A splicing: modulators of lamin A splicing; HeLa LMNA splicing GFP/RFP minigene ratio, 48 h; Potency, µM (highest dose often 46.1 µM), without a hit: at the top dose ratio change, negative = inhibition, usual class: inhibitors; hit rate 0.01% among 200,000; active means well fitted inhibition curve with a large enough effect in the signal ratio, with a control signal flat, not every such curve was filed as active; inconclusive means small, poorly fitted or top-dose-only effect, or effect the other way, or a change in a side signal; the % refers to the signal ratio; further: on the % scale 0 is the no-effect control and ±100 the full control effect
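Read-out is the ratio of GFP to DsRed2 object intensity, acquired by 488 nm laser-scanning cytometry on HeLa lamin A-EGFP minigene reporter cells. Compound incubation 48 hrs at 37 °C in Opti-MEM with 2% FBS; DMSO 0.5% final.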
RECQ1 helicase: RECQ1 (human) helicase inhibition | P46063 | RECQ1 DNA unwinding, red fluorescence kinetic read | Potency, µM (top dose mostly 57.3 µM), for the others: at the top dose activity, negative = inhibition, actives largely listed as inhibitors | hit rate 0.54% among 240,000 | AID 2549;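 further: plate controls were vehicle for no effect and no enzyme for full effect; nearly all actives have a fitted effect of over 30% in size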
Target sequence (P46063 whole entry, looked up): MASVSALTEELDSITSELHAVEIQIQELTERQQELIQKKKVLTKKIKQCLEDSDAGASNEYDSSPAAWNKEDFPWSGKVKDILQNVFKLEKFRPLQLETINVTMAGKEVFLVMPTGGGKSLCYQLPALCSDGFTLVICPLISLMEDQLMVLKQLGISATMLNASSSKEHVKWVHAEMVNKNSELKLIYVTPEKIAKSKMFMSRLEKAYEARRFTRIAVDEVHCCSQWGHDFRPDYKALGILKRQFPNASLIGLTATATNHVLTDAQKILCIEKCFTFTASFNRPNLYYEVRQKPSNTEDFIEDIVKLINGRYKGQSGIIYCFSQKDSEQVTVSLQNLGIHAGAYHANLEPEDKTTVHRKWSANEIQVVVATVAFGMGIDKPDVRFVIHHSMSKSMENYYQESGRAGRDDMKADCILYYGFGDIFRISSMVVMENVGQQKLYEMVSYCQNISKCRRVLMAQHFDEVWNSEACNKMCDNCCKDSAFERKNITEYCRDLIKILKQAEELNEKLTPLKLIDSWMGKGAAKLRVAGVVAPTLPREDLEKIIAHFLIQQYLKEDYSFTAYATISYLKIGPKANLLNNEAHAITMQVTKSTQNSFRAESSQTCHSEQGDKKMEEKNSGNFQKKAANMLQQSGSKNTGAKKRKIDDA
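50 nM RECQ1T1 preincubated 15 min with compound in Tris pH 8.0 buffer with MgCl2, DTT, Tween-20 and 2.5 ug/ml poly(dI-dC); started with 200 nM TAMRA/BHQ-2 forked duplex and 2 mM ATP. Unwinding read as fluorescence (525/598 nm), two reads 2 h apart.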
Luc counter: Kinase-Glo luciferase inhibition (counter-screen) | Kinase-Glo luciferase, ATP luminescence, 8 min | Potency, µM (titrated, usually from 38.3 µM), for the others: at the top dose activity change, negative = inhibition, usual class: inhibitors | Q27757 | hit rate 0.28% among 200,000; further: on the % scale 0 is the no-effect control and ±100 the full control effect; nearly all actives have a fitted effect of over 60% in size
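Luminescence was the read-out, taken after 8-minute incubation at ambient temperature. Luciferase turned over luciferin with 10 uM ATP in imidazole pH 7.2 buffer containing KCl, MgCl2, Tween 20 and BSA.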
KDM4E inh: JMJD2E (human) inhibition; JMJD2E catalytic domain, FDH-coupled NADH fluorescence (FDH is formaldehyde dehydrogenase); B2RXH2; AID 2147; hit rate 1.6% among 230,000; Potency, µM (series often up to 57.1 µM), without a hit: top-dose activity change, negative = inhibition, hits mostly inhibitors; active means well fitted inhibition curve with a large enough effect, not every such curve was filed as active; inconclusive means small, poorly fitted or top-dose-only effect, or another doubt; inactive means no such curve, though single readings can be large or run the other way;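 further: 0% = wells with enzyme and -100% = buffer wells without enzyme; nearly all actives have a fitted effect of over 50% in size; many of its hits are not listed in these tables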
Target sequence (B2RXH2 1-337 limits assumed): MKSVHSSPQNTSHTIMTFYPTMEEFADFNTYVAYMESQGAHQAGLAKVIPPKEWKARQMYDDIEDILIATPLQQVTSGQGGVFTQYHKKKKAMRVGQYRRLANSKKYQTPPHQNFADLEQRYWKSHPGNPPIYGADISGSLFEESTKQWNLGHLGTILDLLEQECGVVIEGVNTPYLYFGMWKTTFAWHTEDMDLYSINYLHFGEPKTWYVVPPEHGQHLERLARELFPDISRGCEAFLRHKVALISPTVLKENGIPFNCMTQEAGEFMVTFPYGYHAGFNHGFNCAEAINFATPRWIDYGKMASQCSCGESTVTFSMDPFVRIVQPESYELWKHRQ
L3MBTL1 block: L3MBTL1 (human) inhibition; AlphaScreen L3MBTL1–H3K9me1 peptide binding; hit rate 0.66% among 230,000; Potency, µM (highest dose often 57.1 µM), inactives show top-dose activity, negative = inhibition, actives largely listed as inhibitors; Q9Y468; further: on the % scale 0 is the no-effect control and ±100 the full control effect; nearly all actives have a fitted effect of over 60% in size
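Displacement of a biotinylated histone H3(1-15) peptide monomethylated at Lys9 (75 nM) from L3MBTL1 (50 nM) was measured by AlphaScreen after a 30 min room-temperature compound incubation; cefsulodin titration served as intraplate control.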
* hit, by the source's call; [ ] = dose if it differs, or a comment. Unless noted, the call rests on the fitted dose curve; in most records, active means well fitted curve in the direction sought with a large enough effect; inconclusive means small, poorly fitted or top-dose-only effect, or another doubt; inactive means no such curve, though single readings can be large; an effect the other way counts as inactive or inconclusive. Potency means the concentration at half of the fitted maximal effect. Some of the compounds tested (hit frequency here may not be typical).

What do the screens show for `COc1cccc(C2C(C#N)=C(N)OC(C(C)(C)C)=C2C#N)c1` (configuration not stated)?
Tau ThT inhib: -9.5%; ALDH1A1 inh: -2.6%; SMN2 splice enh: -8.7%; Lamin A splicing: -7.5%; RECQ1 helicase: inactive; Luc counter: 1.7%; KDM4E inh: -22.3%; L3MBTL1 block: -12.0%

What do the screens show for `Cc1ccc(NC(=O)CN(c2ccc(Cl)cc2)S(=O)(=O)c2cc([N+](=O)[O-])ccc2Cl)cc1`?
Tau ThT inhib: inconclusive; ALDH1A1 inh: -1.4%; SMN2 splice enh: -17.2%; Lamin A splicing: 17.5%; RECQ1 helicase: -20.9%; Luc counter: -2.0%; KDM4E inh: -1.4%; L3MBTL1 block: -2.0%

What do the screens show for `Cc1ccc(-n2c(=O)cc(N3CC(C)OC(C)C3)[nH]c2=O)cc1` (configuration not stated)?
Tau ThT inhib: -11.2%; ALDH1A1 inh: inconclusive; SMN2 splice enh: -21.5%; Lamin A splicing: 8.2%[9.22 µM]; RECQ1 helicase: -8.6%; Luc counter: 0.8%; KDM4E inh: 13.2%

Results for CC(C)C(NC(=O)c1ccc2c(c1)OCO2)C(=O)N/N=C\c1ccco1 (configuration not stated) ?
Tau ThT inhib: 3.2%; ALDH1A1 inh: 3.8%; SMN2 splice enh: 9.3%; Lamin A splicing: 9.0%; RECQ1 helicase: -5.9%; Luc counter: 5.6%; KDM4E inh: 3.1%; L3MBTL1 block: 9.5%

How did CCCCC(=O)Nc1ccc(NC(=S)NC(=O)CC)cc1OC do in these assays?
Tau ThT inhib: inconclusive; ALDH1A1 inh: inconclusive; SMN2 splice enh: 6.7%; Lamin A splicing: -5.4%; RECQ1 helicase: inactive; Luc counter: -0.7%; KDM4E inh: 2.4%; L3MBTL1 block: -2.3%

Results for CC1CN(C2CCN(C(=O)COc3ccccc3)CC2)CC(C)O1 (configuration not stated) ?
Tau ThT inhib: -1.7%; ALDH1A1 inh: inconclusive; SMN2 splice enh: inconclusive; Lamin A splicing: -2.3%; RECQ1 helicase: -17.2%; Luc counter: 0.3%; KDM4E inh: inconclusive; L3MBTL1 block: -12.5%

How did CC1CC(=O)c2c(cc3c(-c4c(O)cc(O)c5c(O)c6c(cc45)OC(C)CC6=O)c(O)cc(O)c3c2O)O1 (configuration not stated) do in these assays?
Tau ThT inhib: inconclusive; ALDH1A1 inh: inconclusive; RECQ1 helicase: 17.8µM*; KDM4E inh: 8.91µM*; L3MBTL1 block: 0.631µM*

Results for CC(C)(C)NC(=O)COC(=O)CCC(=O)c1cccs1 ?
Tau ThT inhib: 4.5%; ALDH1A1 inh: -0.8%; SMN2 splice enh: -1.4%; Lamin A splicing: 4.6%[46 µM]; RECQ1 helicase: -2.7%; Luc counter: -0.6%; KDM4E inh: 3.7%; L3MBTL1 block: -0.3%

What do the screens show for `O=C(c1ccc(Cl)cc1)C(Cn1cncn1)C(Sc1ccccc1)c1ccccc1` (configuration not stated)?
Tau ThT inhib: -10.1%; ALDH1A1 inh: 2.2%; SMN2 splice enh: -4.7%; Lamin A splicing: inconclusive; RECQ1 helicase: 11.3%; Luc counter: -0.8%; KDM4E inh: 1.3%

Results for CCN(CC)S(=O)(=O)c1cccc(-c2nnc(SCC(=O)NC3CCCCCCC3)n2N)c1 ?
Tau ThT inhib: -6.9%; ALDH1A1 inh: -2.0%; SMN2 splice enh: -24.7%; Lamin A splicing: -22.2%; RECQ1 helicase: -17.4%; Luc counter: -4.7%; KDM4E inh: -2.1%

How did Cc1ccc(SCC(=O)O/N=C(\N)c2cccc([N+](=O)[O-])c2)cc1 do in these assays?
Tau ThT inhib: -8.1%; ALDH1A1 inh: inconclusive; SMN2 splice enh: -2.8%; Lamin A splicing: -33.9%; RECQ1 helicase: -15.1%; Luc counter: -1.3%; KDM4E inh: -0.9%; L3MBTL1 block: -11.2%

How did O=C(c1c[nH]c2ccc(S(=O)(=O)N3CCOCC3)cc2c1=O)N1CCN(c2ccccn2)CC1 do in these assays?
Tau ThT inhib: -4.6%; ALDH1A1 inh: inconclusive; SMN2 splice enh: -0.9%; Lamin A splicing: -4.9%; RECQ1 helicase: -5.8%; Luc counter: 8.7%; KDM4E inh: -20.5%; L3MBTL1 block: 6.1%

What do the screens show for `Cc1ccc(NC(=O)NC(=O)N(C(C)C)S(C)(=O)=O)nc1`?
Tau ThT inhib: 3.7%; ALDH1A1 inh: inconclusive; SMN2 splice enh: 5.6%; Lamin A splicing: -7.1%; RECQ1 helicase: -7.6%; Luc counter: -2.4%; KDM4E inh: 9.1%; L3MBTL1 block: 30.0%

What do the screens show for `CCCCCn1c(CN2CCN(Cc3ccccc3)CC2)nc2c1c(=O)n(C)c(=O)n2C`?
Tau ThT inhib: -5.9%; ALDH1A1 inh: inconclusive; SMN2 splice enh: -13.6%; Lamin A splicing: -9.7%; RECQ1 helicase: inactive; Luc counter: -1.2%; KDM4E inh: -14.9%; L3MBTL1 block: 0.7%

What do the screens show for `CCCn1c(C(C)NC(C)=O)nc2ccccc21` (configuration not stated)?
Tau ThT inhib: -1.4%; ALDH1A1 inh: 3.8%; SMN2 splice enh: 3.5%; Lamin A splicing: -1.9%; RECQ1 helicase: -0.5%; Luc counter: 0.5%; KDM4E inh: 1.1%; L3MBTL1 block: 0.8%

How did COC(=O)Cc1ccc(NC(=S)NNC(=O)C2CC2)cc1 do in these assays?
Tau ThT inhib: 9.7%; RECQ1 helicase: -4.2%; KDM4E inh: 3.1%; L3MBTL1 block: 8.3%

Results for O=C(NCCc1csc(-c2ccccc2)n1)c1ccc(Br)o1 ?
Tau ThT inhib: inconclusive; ALDH1A1 inh: -14.8%; SMN2 splice enh: -23.2%; Lamin A splicing: inconclusive; RECQ1 helicase: -2.5%; Luc counter: 4.2%; KDM4E inh: -3.5%; L3MBTL1 block: -5.3%

What do the screens show for `C/C(=N\NC(=O)c1ccco1)c1ccc(NC(=O)c2ccccc2)cc1`?
Tau ThT inhib: inconclusive; ALDH1A1 inh: -69.4%; SMN2 splice enh: inconclusive; Lamin A splicing: inconclusive; RECQ1 helicase: -2.0%; Luc counter: -2.0%; KDM4E inh: 35.6%[activator]; L3MBTL1 block: inconclusive

How did CC1CCc2nc(NC(=O)C3CCCO3)sc2C1 (configuration not stated) do in these assays?
Tau ThT inhib: inconclusive; ALDH1A1 inh: 20µM*; SMN2 splice enh: 2µM*; Lamin A splicing: -8.0%; RECQ1 helicase: 10.8%; Luc counter: -1.9%; KDM4E inh: -27.8%

What do the screens show for `COc1ccccc1NC(=O)CCN1CCN(C)CC1`?
Tau ThT inhib: 13.3%; ALDH1A1 inh: -1.4%; RECQ1 helicase: 0.8%; Luc counter: -0.6%; KDM4E inh: 2.9%; L3MBTL1 block: inconclusive

What do the screens show for `COc1ccc2c(c1)CC/C(=C\C=C\c1ccccc1OC)C2=O`?
Tau ThT inhib: 7.1%; ALDH1A1 inh: -2.2%; SMN2 splice enh: 11.2µM*; Lamin A splicing: inconclusive; RECQ1 helicase: 3.5%; Luc counter: -17.6%; KDM4E inh: 1.8%; L3MBTL1 block: -1.3%

Results for COc1cc(OC)cc(C(=O)N[C@H](C(=O)Nc2cc(C)cc(C)c2)C(C)C)c1 ?
Tau ThT inhib: 4.5%; ALDH1A1 inh: 11.8%; RECQ1 helicase: -1.6%; KDM4E inh: 7.5%

Results for CCSc1nnc(-c2cc(Br)ccc2N)c(=O)[nH]1 ?
Tau ThT inhib: -9.5%; ALDH1A1 inh: -4.1%; SMN2 splice enh: 8.2%; Lamin A splicing: -6.0%[46 µM]; RECQ1 helicase: inactive; Luc counter: -0.5%; KDM4E inh: 7.0%; L3MBTL1 block: -4.7%

Results for c1ccc(NCc2ccccn2)cc1 ?
Tau ThT inhib: -7.7%; ALDH1A1 inh: 1.5%; SMN2 splice enh: 15.1%; Lamin A splicing: -2.3%[46 µM]; RECQ1 helicase: inactive; Luc counter: 8.5%; KDM4E inh: 2.6%; L3MBTL1 block: -5.4%

Results for CSc1nc2nc3c(cc2c(=O)n1-c1ccccc1C)COC(C)(C)C3 ?
Tau ThT inhib: 1.6%; RECQ1 helicase: 1.6%; KDM4E inh: -17.3%; L3MBTL1 block: 9.8%

What do the screens show for `CCCN(CCC)CCNS(=O)(=O)c1ccc2c(c1)CCN2C(=O)C1CCC1`?
Tau ThT inhib: -7.8%; ALDH1A1 inh: 2.4%; SMN2 splice enh: -30.4%; Lamin A splicing: 7.1%; RECQ1 helicase: -5.7%; Luc counter: 4.3%; KDM4E inh: 12.9%

How did CC(C)[C@H](NC(=O)Nc1ccccc1F)C(=O)O do in these assays?
Tau ThT inhib: -7.9%; ALDH1A1 inh: 13.1%; SMN2 splice enh: -6.1%; Lamin A splicing: 7.8%; RECQ1 helicase: inactive; Luc counter: 1.2%; KDM4E inh: -2.7%

How did CC(Sc1ccccc1)C(=O)Nc1ccc(S(=O)(=O)N2CCOCC2)cc1 (configuration not stated) do in these assays?
Tau ThT inhib: -13.0%; ALDH1A1 inh: 5.9%; SMN2 splice enh: -17.9%; Lamin A splicing: -0.7%; RECQ1 helicase: -18.7%; Luc counter: 2.0%; KDM4E inh: -1.1%; L3MBTL1 block: -3.8%

How did N#C/C(=C\c1ccc(O)c([N+](=O)[O-])c1)c1nc2ccccc2s1 do in these assays?
Tau ThT inhib: 2.24µM*; ALDH1A1 inh: inconclusive; SMN2 splice enh: -57.8%[inhibitor]; RECQ1 helicase: -0.2%; Luc counter: -4.1%; KDM4E inh: -17.1%; L3MBTL1 block: -9.6%

How did Cc1cc(-c2[nH]nc3c2C(c2cccc(O)c2)C(C#N)=C(N)O3)c(C)s1 (configuration not stated) do in these assays?
Tau ThT inhib: inconclusive; ALDH1A1 inh: inconclusive; SMN2 splice enh: -8.7%; Lamin A splicing: 0.7%; RECQ1 helicase: 4.7%; Luc counter: 2.4%; KDM4E inh: -6.9%

Results for COc1ccc(S(=O)(=O)N2CCC(C(=O)N3CCOCC3)CC2)cc1 ?
Tau ThT inhib: -6.3%; ALDH1A1 inh: -2.3%; SMN2 splice enh: -7.7%; Lamin A splicing: -10.4%; RECQ1 helicase: -1.4%; Luc counter: 5.2%; KDM4E inh: -3.4%; L3MBTL1 block: -4.4%

Screens from PubChem BioAssay.
